# From PubChem BioAssay
# EPAC1 ag: qHTS for Agonist of cAMP-regulated guanine nucleotide exchange factor 3 (EPAC1): primary screen; hit rate 0.073% among 360,000; Rap guanine nucleotide exchange factor 3 (Homo sapiens), O95398; Potency, µM (series often up to 154 µM), for inactives: top-dose activation, most hits filed as activators; EPAC1 agonist qHTS, biochemical assay; response scale: 100% = response to 6.5 mM cAMP; also: potency is read from the fitted curve at half-maximal effect; nearly all actives have a fitted effect of over 60% in size
#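 Compounds were pinned as a concentration titration into mixtures of EPAC1 (100 nM), BODIPY-GDP-loaded Rap1B (250 nM) and GDP (50 uM). After 5 min at room temperature, fluorescence was followed for 30 min; activity was scaled to 6.5 mM cAMP.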
# WRN inhibitor: qHTS for Inhibitors of WRN Helicase | Bifunctional 3'-5' exonuclease/ATP-dependent helicase WRN (Homo sapiens), Q14191 | WRN helicase unwinding, fluorescent forked duplex, kinetic | Potency, µM (highest dose often 114 µM), for the others: at the highest dose activity change, negative = inhibition, usual class: inhibitors | hit rate 0.46% among 360,000; also: potency is read from the fitted curve at half-maximal effect; % is scaled to controls: 0 for no effect and ±100 for the full control effect; nearly all actives have a fitted effect of over 55% in size
#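 Enzyme (20 nM final) and test compound sit together 15 min at room temperature before substrate addition. Substrate is a single-forked duplex oligonucleotide (100 nM) labelled with fluorophore and quencher, with 2 mM ATP; helicase unwinding raises red fluorescence, read kinetically.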
# Abeta rescue: qHTS for compounds that reverse cellular toxicity of Amyloid beta (A-beta) peptide in yeast: Primary Screen; yeast expressing A-beta42, growth rescue, OD600, 48 h; response scale: 0% DMSO, 100% iron-clioquinol control; hit rate 0.063% among 410,000; AID 1347071, 2019; Potency, µM (doses to about 46.1 µM), inactives show top-dose growth rescue, actives largely listed as activators; also: potency is read from the fitted curve at half-maximal effect; nearly all actives have a fitted effect of over 55% in size
#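 Yeast A-beta toxicity model in growth medium with pinned compounds, 48 h at 30 C; growth read as absorbance at 600 nm. Normalized to FeCl3/clioquinol equimolar mix (positive) and DMSO (negative).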
# PI5P4K alpha inh: qHTS for Inhibitors of phosphatidylinositol 5-phosphate 4-kinase (PI5P4K). PI5P4Kalpha enzyme, ADP-Glo luminescence, 60 min; active compounds read low. max response, %. Phosphatidylinositol 5-phosphate 4-kinase type-2 alpha (Homo sapiens), P48426. hit rate 1.2% among 330,000. AID 652105, 2013; active = max response of -50% or lower; inconclusive = between -30% and -50%; inactive = -30% or higher; also: value at the top dose of about 77 µM; % is scaled to controls: 0 for no effect and ±100 for the full control effect
#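 Enzyme plus substrate dispensed, test compounds pinned in, then ATP (5 microM final) added. After 60 min at RT, ADP-Glo reagent 1 for 45 min and reagent 2 for 30 min preceded luminescence imaging.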
# aSyn rescue: qHTS of alpha-syn Inhibitors | Yeast expressing alpha-synuclein, growth rescue, BacTiter-Glo, 24 h | Potency, µM (titrated, usually from 46.1 µM), for inactives: top-dose growth rescue (activation), usual class: activators | hit rate 0.14% among 370,000; also: potency is read from the fitted curve at half-maximal effect; % of control where 0% means no effect; nearly all actives have a fitted effect of over 65% in size
#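 Galactose-induced alpha-syn yeast (OD600=0.02, raffinose-pregrown) + pinned cpd, 24 hr, 30 deg C; growth by BacTiter-Glo luminescence. Growth restoration scores as activation.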
# PLK1 PBD inh: qHTS for Inhibitors of PLK1-PDB (polo-like kinase 1 - polo-box domain): Primary Screen; Serine/threonine-protein kinase PLK1 (Homo sapiens), P53350; Plk1 PBD binding of FITC phosphopeptide, fluorescence polarization; Potency, µM, inactives show max response, negative = inhibition, most hits filed as inhibitors; hit rate 2.8% among 360,000; also: potency is read from the fitted curve at half-maximal effect; series mostly up to about 57 µM; % is scaled to controls: 0 for no effect and ±100 for the full control effect; nearly all actives have a fitted effect of over 65% in size
# EPAC1 antag: qHTS for Antagonist of cAMP-regulated guanine nucleotide exchange factor 3 (EPAC1): primary screen; EPAC1 GEF assay, Rap1b-BODIPY-GDP exchange fluorescence; Potency, µM (top dose mostly 115 µM), for inactives: at the top dose activity change, negative = inhibition, actives largely listed as inhibitors; hit rate 0.14% among 360,000; AID 720709, 2013; Rap guanine nucleotide exchange factor 3 (Homo sapiens), O95398;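 also: potency is read from the fitted curve at half-maximal effect; plate controls were vehicle for no effect and positive control for full effect; nearly all actives have a fitted effect of over 50% in size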
# FUS suppressor: qHTS for Suppressors of FUS Proteinopathy: Primary screen using FUS-linked yeast assay; S. cerevisiae FUS-expressing, growth rescue, OD600, 24 h; Potency, µM (series often up to 76.6 µM), without a hit: at the highest dose growth rescue (activation), most hits filed as activators; hit rate 0.24% among 390,000; AID 1347120, 2019;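 also: potency is read from the fitted curve at half-maximal effect; plate controls were DMSO vehicle for no effect and reference control for full effect; nearly all actives have a fitted effect of over 55% in size; some results filed as inactive show a strong effect at the top dose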
#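 Absorbance at 600 nm, taken 24hr after compound addition, measured rescue of FUS-yeast growth at 30C. Induction used 2% galactose with seeding at OD 0.005. Controls: CP55940 from 92uM final, DMSO only.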
# IL-2 act: qHTS of IL-2 Activators; IL-2 activation reporter assay, cell-based qHTS; stimulated with anti-CD3/CD4/CD28 beads; in transgenic mouse T cells; activation, % (series mostly up to about 46 µM); hit rate 0.065% among 360,000; in the data active = activation above about 50%; inconclusive = mostly about 30% to 49%; also: 0% is about no effect
#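 EGFP and DsRed fluorescence is measured by plate cytometry in unstimulated transgenic mouse T cells exposed to compound for 60 minutes, then stimulated 18 hours at 37 degrees C with anti-CD3/anti-CD4 beads plus anti-CD28.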
# Active calls of the source: *; ? = inconclusive; . = no result given; & = joins results of further samples; [ ] = another dose, or the depositor's remark. Unless noted, calls follow the shape of the dose curve; as a rule, active = well fitted curve in the direction sought with a large enough effect; inconclusive = small, poorly fitted or top-dose-only effect, or another doubt; inactive = no such curve, though single readings can be large; an effect the other way counts as inactive or inconclusive.
# Values run as follows: EPAC1 ag, WRN inhibitor, Abeta rescue, PI5P4K alpha inh, aSyn rescue, PLK1 PBD inh, EPAC1 antag, FUS suppressor, IL-2 act
> O=C(N/N=C/C=C\c1ccco1)c1cccnc1
→ 1%, -30%[57.1 µM], -6%, 2, 0%, -16%, -13%, 61%, 0.2
> CC1=C(C#N)C(NC(=O)C2CC2)(C(F)(F)F)C(=O)N1 (stereo not drawn)
→ 11%, -22%, -11%, 4, -1%, -6%, -18%, -23%, -0.4
> O=C(CSc1cn(CC(=O)N2CCCCC2)c2ccccc12)NCC1CCCO1 (stereo not drawn)
→ 7%, -3%, -10%, -11, 0%, 27µM*, 12%, 30%, 0.2
> Cc1ccc(-c2c3c(=O)n(C)c(=O)n(C)c3cn2-c2ccccc2O)cc1
→ 17%, 1%, -11%, 3, 1%, -9%, -7%, 18%, -0.2
> COc1ccc(-n2c(C)nnc2SCC(=O)NC2CC2)cc1
→ -2%, -1%, 14%, -3, 0%, -9%, ?, 2%, -3.1
> CN(C)CCNc1nc(-c2ccccc2F)c2sccc2n1
→ -9%, 0%, 8%, -7, -4%, -9%, -11%, -3%, -0.5
> Cc1cc(-c2csc3nc[nH]c(=S)c23)cc(C)c1C
→ 11%, -24%, ?, ?, 10%, -16%, -10%, 12%, -2.0
> O=C(Cn1cnnn1)Nc1ccccc1Cc1ccccc1
→ 9%, 8%, -9%, -4, 8%, -22%, -13%, -14%, 0.7
> C=CCOC(=O)C1=C(C)NC(SCC(=O)NC(=O)OCC)=C(C#N)C1c1cccnc1 (stereo not drawn)
→ -4%&5%, 4%&-4%, 2%&4%, -2, 1%&-1%, -1%&-4%, 7%&8%, 19%, 0.5&0.6
> Cc1ccc(-c2nc3ccccc3c(=O)n2-c2c(C)n(C)n(-c3ccccc3)c2=O)cc1
→ 8%, -3%, -6%, 1, 0%, -5%, 2%, 4%, 2.2
> CCOC(=O)c1cn2cccnc2n1
→ 3%, -6%, 6%, 1, -5%, 4%, 15%, 12%, 0.1
> COC1C=COC2(C)Oc3c(C)c(O)c4c(O)c(c(CN5CCN(C)CC5)c(O)c4c3C2=O)NC(=O)C(C)=CC=CC(C)C(O)C(C)C(O)C(C)C(OC(C)=O)C1C (stereo not drawn)
→ 1%, ?, 12%, -1, -3%, -18%, 0%, ., -2.0
> O=C(CCCN1C(=O)/C(=C/c2ccc(F)cc2)SC1=S)Nc1ccc(C(=O)O)cc1
→ 5%, -11%, -7%, -25, 0%, -4%, 11%, -2%, 2.5
> CCCSc1ccc([C@H]2N[C@@](CC(C)C)(C(=O)OC)[C@H]3C(=O)N(C)C(=O)[C@@H]23)cc1
→ -17%, -2%, 8%, 4, 0%, -8%, -10%, 35%, 0.0
> CCn1c(=O)c(C(=O)NCc2ccc3c(c2)OCO3)c(O)c2ccccc21
→ 13%, -13%, -4%, 23, 3%, 2%, 5%, 9%, 2.3
> C/C(=C\C(=O)O)CC(=O)O
→ -4%, -13%, 17%, 2, -10%, -8%, 2%, -1%, 0.6
> COCCN(C(=O)Nc1ccccc1OC)c1nc2ccccc2s1
→ 17%, -4%, -10%, 23, -8%, -8%, -16%, 9%, 2.4
> Cc1ccc(C(=O)CSc2nnc(-c3c[nH]c4ccccc34)o2)cc1
→ 2%, 7%, -7%, ., -14%, -7%, 16%, 25%, -2.3
> c1nc2sc3c(c2c2nnnn12)CCC3
→ 7%, -9%, 14%, -14, 2%, -5%, 6%, 20%, -1.3
> Cc1ccc(S(=O)(=O)N/N=C\c2cn(-c3ccccc3)nc2-c2ccccc2)cc1
→ 18%, -7%, 17%, ., 25%, 2%, 4%, 26%, -1.2
> COC(=O)[C@]12CCCCC=C1N(Cc1ccc3c(c1)OCO3)C(=O)[C@H](CC(=O)NCc1cccc(C(F)(F)F)c1)C2
→ -3%, -8%, 18%, 13, 1%, -2%, -11%, 39%, -0.4
> COc1cc(C(c2sc3nc(C)nn3c2O)N2CC(C)CC(C)C2)cc(OC)c1OC (stereo not drawn)
→ -5%, 3%, 7%, 12, -9%, -4%, -12%, 13%, -1.1
> COc1ccc(Cl)cc1Nc1nc(Cl)nc(NCCO)n1
→ -4%, 13%, -8%, 2, 4%, 2%, 9%, -2%, -0.3
> Oc1ccccc1C(Nc1nccs1)c1ccc2cccnc2c1O (stereo not drawn)
→ 9%, 2%, 6%, ?, -1%, ?, -5%, 7%, 0.6
> O=C1/C(=C/c2ccco2)SC(=S)N1c1cccnc1
→ 13%, 13µM*, -30%, -105*, 2%, 17µM*, ?, 30%, -1.4
> Cc1cc(C)c(OCC(=O)OCC(=O)N(C)C2CCS(=O)(=O)C2)c(C)c1 (stereo not drawn)
→ -11%, -19%, 5%, 5, -2%, -7%, -19%, -1%, -0.4
> COc1cccc(C2=Cc3ccc(F)cc3C(CC(C)=O)N2c2ccc(-c3cncnc3)cc2)c1 (stereo not drawn)
→ -2%, -4%, 5%, -9, ?, -11%, 7%, 42%, 0.7
> O=S(=O)(NCc1ccccc1Cl)c1cccs1
→ 8%, 0%, -5%, 3, 1%, -18%, 12%, -1%, 4.3
> C=CCNC(=S)NNC(=O)c1ccc2c(c1)OCO2
→ -2%, 5%, -8%, ., -11%, -2%, 6%, 5%, -1.6
> Cc1cc(=O)oc2c3c(cc(OCC(=O)NC(Cc4ccc(Cl)cc4)C(=O)O)c12)OC(C)(C)CC3 (stereo not drawn)
→ -26%, -9%, -21%, 0, 13%, -6%, -12%, 20%, -0.5
> CC(c1nnc(SCC(=O)NC(=O)NCc2ccco2)n1-c1ccc(Cl)cc1)N(C)C (stereo not drawn)
→ -5%, -5%[57.1 µM], -9%, ., 0%, -4%, 9%, 34%, -2.2
> S=C(Nc1ccc(CN2CCCCC2)cc1)Nc1cccc(Cl)c1Cl
→ -6%, -30%, -9%, 3, -2%, ?, 0%, ., -4.2
> O=C1c2ccncc2C(=O)N1C1CCCCC1
→ 3%, 6%, 2%, ., -5%, -9%, 0%, ?, -1.9
> Cc1ccc(C(=O)NC2CCS(=O)(=O)C2)cc1S(=O)(=O)N1CCCC1 (stereo not drawn)
→ 8%, -31%, -8%, 3, -1%, -3%, -4%, ., -1.8
> COc1ccc(C2Nc3ccccc3C(=O)N2NC(C)=O)c(OC)c1 (stereo not drawn)
→ 0%, 9%, -1%, 5, 0%, -4%, -3%, 7%, 1.3
> COC(CNC(=O)c1cn(C)c2ccc(S(=O)(=O)N(C)C3CCCCC3)cc2c1=O)OC
→ -1%, 0%, 8%, 4, -1%, -20%, -10%, 5%, -0.3
> Cc1ccc(-c2nnn(CC(=O)N(c3cnc4ccccc4c3)C(C(=O)NC3CCCC3)c3ccncc3)n2)o1 (stereo not drawn)
→ -1%, 9%[57.1 µM], -23%, 1, -2%, -13%, ?, -3%, 1.6
> COc1ccc(C2C3=C(CCCC3=O)N(CC(=O)O)C3=C2C(=O)CCC3)cc1Br
→ -3%, 1%, -2%, -5, 0%, -12%, 18%, -3%, 0.1
> O=C(c1oc(=O)c2ccccc2c1-c1ccccc1)N1CCOCC1
→ -3%, 11%, -4%, 3, 0%, -18%, 1%, 0%, 0.7
> C#CCOCCOCCOCCNc1nc(N2CCN(C(=O)C([C@@H](C)CC)n3cc(C(N)COC(=O)C(F)(F)F)nn3)CC2)nc(N2CCN(C(=O)C([C@@H](C)CC)n3cc(C(N)CC(C)C)nn3)CC2)n1 (stereo partly drawn)
→ 3%, 6%, 3%, 15, -1%, 4%, -5%, 42%, 0.1
> Cc1ccc(-c2cnc(C(O)c3cc(F)cc(Cl)c3)[nH]2)cc1 (stereo not drawn)
→ -6%, 0%[57.1 µM], -1%, 5, 2%, 1%, -9%, -16%, -0.8
> CCCCSc1nc(C)c(CC(=O)O)c(=O)[nH]1
→ 6%, 7%, 5%, -6, 1%, 0%, 12%, -4%, -0.5
> Cc1ccccc1-c1nnc2c3ccccc3c(C)nn12
→ -4%, -4%, -18%, 8, 0%, 0%, 4%, -17%, -0.3
> CCOc1ccc(C(=O)NC(C)C2COc3ccccc3O2)cc1 (stereo not drawn)
→ 3%, -3%, 6%, -8, 15%, -8%, -8%, 7%, -5.0

# 4 records drawn at random from those above, as already listed:
# Values run as follows: EPAC1 ag, WRN inhibitor, Abeta rescue, PI5P4K alpha inh, aSyn rescue, PLK1 PBD inh, EPAC1 antag, FUS suppressor, IL-2 act
> Cc1ccccc1-c1nnc2c3ccccc3c(C)nn12
→ -4%, -4%, -18%, 8, 0%, 0%, 4%, -17%, -0.3
> CCOc1ccc(C(=O)NC(C)C2COc3ccccc3O2)cc1 (stereo not drawn)
→ 3%, -3%, 6%, -8, 15%, -8%, -8%, 7%, -5.0
> CCCCSc1nc(C)c(CC(=O)O)c(=O)[nH]1
→ 6%, 7%, 5%, -6, 1%, 0%, 12%, -4%, -0.5
> Cc1ccc(-c2cnc(C(O)c3cc(F)cc(Cl)c3)[nH]2)cc1 (stereo not drawn)
→ -6%, 0%[57.1 µM], -1%, 5, 2%, 1%, -9%, -16%, -0.8

# Sorted by value in EPAC1 ag (descending): three from the list above.
Molecule | EPAC1 ag
CCCCSc1nc(C)c(CC(=O)O)c(=O)[nH]1 | 6%
CCOc1ccc(C(=O)NC(C)C2COc3ccccc3O2)cc1 (stereo not drawn) | 3%
Cc1ccc(-c2cnc(C(O)c3cc(F)cc(Cl)c3)[nH]2)cc1 (stereo not drawn) | -6%
